ELG1 genotox = induces genotoxicity in HEK293T cells with luciferase-tagged ELG1; HEK293T ELG1-luciferase reporter, luminescence, 16 h; Potency, µM (highest dose often 46 µM), without a hit: top-dose activity change, positive = activation, most hits filed as activators; actives 1.3% (n = 330,000); also: % of control where 0% means no effect; nearly all actives have a fitted effect of over 60% in size
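Screening used a luciferase reporter fused to human ELG1 in HEK293T cells. Luminescence was read on a CCD plate imager after 16 hr exposure and 30 min ONE-Glo incubation.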
p53 reactivator = mutant p53 re-activation in reporter cells. Potency, µM (doses to about 92.2 µM), for inactives: at the highest dose activity change, positive = activation, hits mostly activators. actives 0.063% (n = 320,000). H1299 p53-A138V BP100-luciferase reporter, luminescence, 24 h. AID 504706; also: % of control where 0% means no effect; nearly all actives have a fitted effect of over 45% in size
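H1299 (p53-null), stable ts p53-A138V + BP100-Luc; 1000 cells/well, Opti-MEM/10% FBS; cpd 4 pt, 1:5; 24 h, 37 deg C, 5% CO2; detection reagent 10 min RT; luminescence.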
Gal4-VP16 FLuc = inhibits Gal4-VP16 luciferase reporter, ROR gamma counter-screen; AID 2546; Potency, µM (top dose mostly 53.6 µM), for the others: top-dose activity, negative = inhibition, most hits filed as inhibitors; Drosophila S2 Gal4-VP16 UAS-luciferase, luminescence, 20 h; actives 3.5% (n = 310,000);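 also: Gal4-VP16 expression switched on by copper sulfate through the metallothionein promoter; % is scaled to controls: 0 for no effect and ±100 for the full control effect; nearly all actives have a fitted effect of over 50% in size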
FLuc modulator = inhibits or activates purified firefly luciferase, miR-21 counter-screen; purified FLuc, Km substrates, luminescence inhibition; Potency, µM (top dose mostly 57.5 µM), for the others: at the highest dose activity change, negative = inhibition, usual class: inhibitors; actives 6.9% (n = 360,000); AID 588342;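 also: plate controls were vehicle for no effect and reference inhibitor for full effect; nearly all actives have a fitted effect of over 55% in size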
Target sequence (P08659 whole entry, looked up): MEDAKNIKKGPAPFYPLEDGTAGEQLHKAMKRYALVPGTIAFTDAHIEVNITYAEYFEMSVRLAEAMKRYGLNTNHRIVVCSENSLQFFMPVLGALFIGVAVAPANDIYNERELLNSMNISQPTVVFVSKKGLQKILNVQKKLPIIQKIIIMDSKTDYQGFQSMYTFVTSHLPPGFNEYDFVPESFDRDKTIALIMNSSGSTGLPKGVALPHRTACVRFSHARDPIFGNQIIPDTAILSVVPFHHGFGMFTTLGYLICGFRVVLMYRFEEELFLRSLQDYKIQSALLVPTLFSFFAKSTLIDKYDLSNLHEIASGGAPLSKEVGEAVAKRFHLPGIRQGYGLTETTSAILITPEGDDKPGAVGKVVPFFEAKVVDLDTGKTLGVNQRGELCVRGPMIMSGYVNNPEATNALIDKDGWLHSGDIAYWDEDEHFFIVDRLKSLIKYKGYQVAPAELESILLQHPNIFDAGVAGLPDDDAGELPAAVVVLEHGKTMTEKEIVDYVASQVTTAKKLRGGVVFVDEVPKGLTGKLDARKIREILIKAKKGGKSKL
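Biochemical qHTS of compounds, final roughly 60 µM downward over six points, against 10 nM purified firefly luciferase using Km concentrations of substrates (10 uM D-luciferin, 10 uM ATP) in Tris acetate pH 7.5 buffer; luminescence output.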
BRCA1 expr up = activators of BRCA1 expression; MCF7-BRCA1-FFLuc reporter, luminescence, 48 h; response scale: scaled: vehicle 0%, 10 µM genistein 100%; Potency, µM (titrated, usually from 46.1 µM), for inactives: top-dose activation, usual class: activators; actives 1.1% (n = 380,000); AID 624202; also: nearly all actives have a fitted effect of over 80% in size; some results filed as inactive show a strong effect at the top dose
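MCF7-BRCA1-FFLuc cells, 2000/well in phenol-red-free MEM, attached 2 h then treated 48 h at 37 C. Luciferase luminescence read 15 min after reagent; normalized to genistein maximum activation (10microM) and DMSO, concentration-response fitted.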
NPC1 promoter act = activates the NPC1 promoter. Huh7 NPC1 promoter luciferase reporter, 24 h. Potency, µM (titrated, usually from 9.22 µM), inactives show top-dose activation, most hits filed as activators. actives 2.4% (n = 320,000). AID 485313;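 also: % of control where 0% means no effect; nearly all actives have a fitted effect of over 60% in size; reporter is driven by a mutant NPC1 promoter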
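Stably transfected Huh7 (NPC1 promoter→luciferase), 1500 cells/well in Opti-MEM + 10% FBS, 2 h settle, then compound 24 h at 37 °C. Luminescence after 10 min with Amplite reagent.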
RORg inh = blocks mouse ROR gamma transcriptional activity. Potency, µM (series often up to 53.6 µM), for inactives: at the top dose activity change, negative = inhibition, usual class: inhibitors. actives 5.4% (n = 310,000). Drosophila S2 Gal4-RORgamma UAS-luciferase reporter, 20 h. AID 2551. P51450; also: % is scaled to controls: 0 for no effect and ±100 for the full control effect; nearly all actives have a fitted effect of over 60% in size
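Drosophila Schneider cells stably carrying a metallothionein-driven Gal4 DBD–ROR gamma fusion and a UAS-Photinus luciferase reporter were exposed to compound for 1 hr, then induced with copper sulfate (700 uM final) for 20 hr at ambient temperature before luminescence reading.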
Rab9 promoter act = activators of Rab9 promoter. Huh7 Rab9 promoter-luciferase reporter, luminescence, 24 h. Potency, µM (titrated, usually from 9.22 µM), for inactives: at the top dose activation, negative = inhibition, usual class: activators. actives 2.8% (n = 320,000); also: % of control where 0% means no effect; nearly all actives have a fitted effect of over 60% in size
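Luminescence read-out: Huh7 cells stably expressing Rab9-luciferase, treated 24 h with compound at 37 °C, then lysed with luciferase reagent for 10 min at ambient before reading.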
MBNL1 CUG block = inhibitors of human MBNL1 binding to CUG repeat RNA; TR-FRET MBNL1-His/biotin-(CUG)12 binding, 665/545 ratio; Q9NR56; AID 2675; Potency, µM (highest dose often 57.5 µM), without a hit: at the highest dose activity change, negative = inhibition, most hits filed as inhibitors; actives 0.036% (n = 280,000); active = well fitted inhibition curve with a large enough effect in the signal ratio, with a control signal flat, not every such curve was filed as active; inconclusive = small, poorly fitted or top-dose-only effect, or effect the other way, or a change in a side signal; inactive = no such curve, though single readings can be large or run the other way; the % refers to the signal ratio; also: % is scaled to controls: 0 for no effect and ±100 for the full control effect
Target sequence (Q9NR56 whole entry, looked up): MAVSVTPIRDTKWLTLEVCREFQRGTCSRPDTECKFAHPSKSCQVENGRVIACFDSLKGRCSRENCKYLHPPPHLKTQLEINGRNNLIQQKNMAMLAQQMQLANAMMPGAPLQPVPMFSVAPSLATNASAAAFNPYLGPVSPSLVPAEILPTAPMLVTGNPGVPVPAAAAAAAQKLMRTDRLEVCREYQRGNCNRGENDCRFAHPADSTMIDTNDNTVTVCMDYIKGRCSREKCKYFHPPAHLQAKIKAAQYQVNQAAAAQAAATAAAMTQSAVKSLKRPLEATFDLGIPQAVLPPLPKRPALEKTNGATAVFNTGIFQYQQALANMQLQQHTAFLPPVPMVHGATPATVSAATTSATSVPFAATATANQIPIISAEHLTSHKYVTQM
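Ratiometric TR-FRET (665 over 545 nm, excitation 340 nm) tracks disruption of MBNL1-His/biotin-(CUG)12 complex after 60 min at room temperature, with compounds at 92 nM to 58 uM final.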
uPA generation = inhibitors of cell surface uPA generation; cell surface uPA generation assay, qHTS; Potency, µM (highest dose often 38.3 µM), inactives show top-dose activity change, negative = inhibition, most hits filed as inhibitors; actives 0.31% (n = 330,000); active = well fitted inhibition curve with a large enough effect; inconclusive = small, poorly fitted or top-dose-only effect; inactive = no such curve, though single readings can be large or run the other way; tested in mouse RAW 264.7 cells; also: % is scaled to controls: 0 for no effect and ±100 for the full control effect; nearly all actives have a fitted effect of over 55% in size
Active calls of the source: *; ? = inconclusive; nt = not tested or not shown; [ ] = dose if it differs, or a comment. Unless noted, calls follow the shape of the dose curve; as a rule, active = well fitted curve in the direction sought with a large enough effect; inconclusive = small, poorly fitted or top-dose-only effect, or another doubt; inactive = no such curve, though single readings can be large; an effect the other way counts as inactive or inconclusive. Potency is read from the fitted curve at half-maximal effect. Compounds were not picked by outcome; any-hit rate near 13%.

The first 2 records, to show the layout:
SMILES	ELG1 genotox	p53 reactivator	Gal4-VP16 FLuc	FLuc modulator	BRCA1 expr up	NPC1 promoter act	RORg inh	Rab9 promoter act	MBNL1 CUG block	uPA generation
CCOC(=O)C1(CCCc2ccccc2)CCN(Cc2ccn[nH]2)CC1	-7.8%	0.6%	6.5%	8.2%	1.7%	-3.6%	-35.6%	0.6%	-1.7%	-4.0%
COc1cc(Nc2c3c(nc4ccccc24)CCC3)cc(OC)c1OC	?	-3.3%	2.1%	1.0%	-72.2%	-32.5%[inhibitor]	-1.0%	-22.6%	4.1%	1.5%

Main list, from the start:
SMILES	ELG1 genotox	p53 reactivator	Gal4-VP16 FLuc	FLuc modulator	BRCA1 expr up	NPC1 promoter act	RORg inh	Rab9 promoter act	MBNL1 CUG block	uPA generation
CCOC(=O)C1(CCCc2ccccc2)CCN(Cc2ccn[nH]2)CC1	-7.8%	0.6%	6.5%	8.2%	1.7%	-3.6%	-35.6%	0.6%	-1.7%	-4.0%
COc1cc(Nc2c3c(nc4ccccc24)CCC3)cc(OC)c1OC	?	-3.3%	2.1%	1.0%	-72.2%	-32.5%[inhibitor]	-1.0%	-22.6%	4.1%	1.5%
Cc1ccc2c(c1)C(O)(C1COC(C)(C)CC1=O)C(=O)N2C (stereo not given)	5.5%	3.3%	-17.2%	4.0%	1.0%	-0.4%	-28.5%	1.8%	?	-5.5%
Cc1ccccc1S(=O)(=O)Cc1ccc(C(=O)NCc2cccnc2)o1	-5.1%	-1.1%	-8.0%	0.3%	4.7%	3.0%	-2.2%	-16.4%	-3.2%	nt
COc1ccc(OC)c(S(=O)(=O)n2cnc3ccccc32)c1	-4.3%	0.4%	1.2%	-0.6%	-8.4%	-19.5%	12.1%	-4.9%	-3.9%	-2.6%
COc1cccc(CN(C)CC(=O)Nc2ccccc2N2CCOCC2)c1OC	-10.7%	-5.4%	-6.8%	-1.4%	-32.9%	-4.9%	-4.0%	-2.2%	-7.3%	1.6%
Nc1nc(COC(=O)c2ccc3c(c2)OCCO3)nc(Nc2ccccc2)n1	-1.1%	-10.9%	nt	-13.0%	-8.5%	4.3%	nt	-10.8%	nt	-0.9%
COC(=S)N/C(=N\S(=O)(=O)c1ccc(Cl)cc1)c1ccccc1	-0.8%	24.3%	-5.7%	-6.4%	1.0%	-0.8%	-28.0%	0.3%	1.9%	-6.3%
CC1=C(C)CC(C(=O)N2CCN(Cc3ccccc3)CC2)C(C(=O)O)C1 (stereo not given)	0.2%	1.5%	-10.6%	6.1%[2.3 µM]	2.2%	0.8%	0.2%	13.8%	13.3%	4.5%
O=C(CN1C(=O)c2ccccc2S1(=O)=O)Nc1ccon1	0.7%	4.2%	nt	-5.0%	-17.3%	1.4%	nt	0.1%	nt	7.2%
Cc1ccnc(SCCn2c(Br)nc3c2c(=O)[nH]c(=O)n3C)n1	1.4%	-0.4%	6.2%	3.7%	-21.0%	-2.5%	-15.2%	-2.2%	43.9%[activator]	-0.1%
O=C(CN1CCN(c2ccccn2)CC1)Nc1ccc(Oc2ccccc2)cc1	-1.2%	4.8%	2.4%	3.5%	-4.2%	-2.0%	20.4%	0.3%	-5.8%	-1.3%
Cc1c(CC(=O)O)c(=O)oc2c(C)c(OCc3nn[nH]n3)ccc12	1.7%	-0.6%	0.8%	-0.7%	-3.2%	1.6%	-12.5%	5.7%	nt	-0.5%
COc1cccc(C(=O)CSc2nnc(CNS(C)(=O)=O)n2-c2ccc(C)cc2)c1	-4.8%	0.6%	-1.2%	-2.6%	1.7%	-5.4%	25.6%	-6.7%	4.4%	-0.8%
Cc1nn(CC(=O)Nc2ccccc2C(F)(F)F)c(=O)c2cccn12	-0.1%[9.26 µM]	7.6%	1.1%	?	7.7%	-0.5%	-0.6%	1.9%	-1.6%	3.3%
O=C1COc2ccc(C(=O)COC(=O)c3ccc(Cl)cc3[N+](=O)[O-])cc2N1	nt	-2.5%	nt	-0.5%	23.3%	0.5%	nt	-8.1%	nt	0.6%
Cc1ccccc1NC(=O)CSc1n[nH]c(-c2ccco2)n1	-0.6%	-1.4%	5.6%	-7.8%	0.6%	-1.6%	14.1%	1.7%	-13.8%	-0.1%
COC(=O)c1ccc(NC(=O)N2CCOCC2)cc1	3.4%	14.8%	-6.6%	-8.6%	0.0%	-2.2%	18.8%	-4.8%	-1.3%	1.7%
Cc1cccnc1NC(=O)c1ccc(OCC2CCCO2)cc1 (stereo not given)	2.9%	10.0%	nt	?	40.3%	9.1%	nt	-2.7%	nt	2.8%
Cc1ccc(S(=O)(=O)N2CCC(C(=O)OCCOc3cccc(C)c3)CC2)cc1	2.6%	2.5%	nt	1.4%	-4.9%	-6.2%	nt	0.1%	nt	0.8%
O=C(NCc1ccc(Cl)cc1)N1CCN(Cc2ccccc2)CC1	-12.6%	-16.3%	-1.6%	0.5%	-38.4%	-1.8%	-20.0%	-0.2%	0.5%	?
COc1ccc(-c2nnn(CC(=O)N(C3CCCC3)C(C)C(=O)NC3CCCC3)n2)cc1OC (stereo not given)	0.3%	-5.8%	-13.7%	4.2%	-0.3%	-0.1%	0.5%	-1.7%	-1.6%	3.0%
CCc1nnc(NC(=O)c2cc(OC)c(OC)cc2[N+](=O)[O-])s1	0.7%	5.8%	-2.8%	-2.8%	4.7%	-1.7%	-4.7%	-9.6%	?	nt
O=C(CSc1ccccc1C(=O)N1CCN(c2ccc([N+](=O)[O-])cc2)CC1)N1CCCC1	-5.0%	-5.7%	nt	nt	-36.3%	nt	nt	nt	nt	-8.1%
COc1cc(OC)cc(C(=O)NC(C)c2cnn(-c3ccccc3C)c2C)c1 (stereo not given)	-8.5%	-0.6%	3.2%	2.7%	-0.1%	0.0%	?	-0.7%	0.4%	14.6%
COc1ccc(N(CC(O)CN2C(=O)NC(C)(C)C2=O)S(=O)(=O)c2ccccc2)cc1 (stereo not given)	2.8%	3.3%	2.7%	0.6%	-19.1%	-3.5%	-4.9%	1.6%	0.4%	3.6%
Cn1c(=O)c2c(ncn2CC(=O)Nc2nc3ccc(F)cc3s2)n(C)c1=O	14.4%	10.5%	18.9%	?	46.7%	-0.2%	?	-2.3%	0.9%	-1.7%
COc1ccc(OC)c(C2=NS(=O)(=O)N(C)C(C(=O)NCc3ccco3)=C2)c1	-4.2%	-1.9%	0.5%	5.7%	0.0%	-0.3%	20.5%	-5.9%	?	-0.6%
COc1ccc2oc(C(=O)OCC(=O)N(C)C3CCS(=O)(=O)C3)c(C)c2c1 (stereo not given)	-1.3%	0.5%	nt	-9.7%	-3.6%	-2.4%	nt	2.6%	nt	-4.9%
CC(C)[C@H](NC(=O)c1ccccc1)C(=O)OCC(=O)N1CC2(C)CC1CC(C)(C)C2 (stereo not given in full)	-1.6%	6.2%	-2.2%	2.1%	19.6%	-0.6%	-2.7%	-4.2%	nt	1.2%
COCCN(CC1CCCN(C2Cc3ccccc3C2)C1)C(=O)CCSC (stereo not given)	0.0%	nt	-3.3%	4.9%	-0.8%	-1.2%	5.1%	1.2%	1.6%	3.5%
Cc1cc2cc(CCNC(=O)c3ccc(C)c([N+](=O)[O-])c3)c(=O)[nH]c2cc1C	-8.0%	-6.4%	-10.9%	-7.1%	-28.4%	-4.0%	?	0.9%	-10.2%	-10.7%
CCc1ccc(NC(=O)C2CCCN2C(=O)NC2CCCCC2)cc1 (stereo not given)	-2.3%	-0.6%	3.6%	0.0%	-9.4%	0.1%	-4.4%	4.5%	-4.1%	0.0%
O=C(NCCN1CCN(c2ccccc2)CC1)Nc1ccc(Cl)cc1	-9.0%	-3.2%	1.5%	0.5%	-22.0%	4.7%	-8.3%	0.7%	-5.9%	3.8%
O=C(Nc1ccccc1N1CCCCC1)c1cccc(F)c1	1.6%	2.0%	4.1%	0.4%	2.0%[1.84 µM]	-1.6%	-27.2%	-3.4%	8.4%	4.7%
Cc1cc(N2CCOCC2)nc(NCc2ccccc2)n1	4.2%	23.0%	?	-1.6%	-64.2%	3.3%	7.0%	-8.5%	2.5%	-20.9%
Cc1ccc(C=Nc2cc([N+](=O)[O-])ccc2C)s1	1.4%	-9.3%	-0.6%	0.3%	15.5%	4.8%	-9.4%	0.2%	?	0.6%
COc1ccccc1N1CCN(/N=C/c2cccc(OC)c2O)CC1	?	5.2%	11.4%	7.57µM*	?	?	1.4%	?	-3.6%	-3.6%
O=c1c2sccc2nc(SCc2cc(=O)n3cc(Cl)ccc3n2)n1-c1ccc(F)cc1	-5.3%	-5.3%	21.8%	-3.6%	-9.9%	-4.1%	?	-3.6%	-19.8%	0.7%
COc1ccc(CNc2nc3ccccc3n2CCN2CCCCC2)cc1	-10.5%	-10.1%	-5.0%	-17.4%	-19.7%	-3.5%	15.8µM*	0.1%	-9.9%	0.6%
CSCCC(NC(=O)c1ccccc1Br)C(=O)N1CCCCCCC1 (stereo not given)	4.4%	1.0%	nt	2.4%	19.1%	0.1%	nt	-5.8%	nt	-0.3%
O=C(COC(=O)C1CCN(S(=O)(=O)c2ccc3c(c2)OCCO3)CC1)NC1CCS(=O)(=O)C1 (stereo not given)	-5.9%	-4.6%	nt	-0.2%	14.5%	0.7%	nt	-3.0%	nt	12.4%

Screening data (PubChem)
